Assay outcomes as filed in PubChem.
Bcl-B Bim block = disrupts Bim peptide binding to human Bcl-B | Q9HD36 | bead-based flow cytometry | inhibition, % at 10 µM | 190,000 compounds, 0.073% hits;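 further: 0% = tracer peptide without compound and 100% = reference inhibitor peptide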
Bim-Bfl-1 = human Bim-Bfl-1 interaction inhibition; AID 1008; Bead-based flow cytometry, Bim-Bfl-1 binding inhibition; inhibition, % at 10 µM; 190,000 compounds, 0.12% hits; Q16548;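 further: 0% = wells without compound plus tracer and 100% = blocker peptide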
RGS4-Gao reg = human RGS4-Galphao interaction regulation | P09471 | Multiplexed bead flow cytometry, RGS4-Galphao binding; actives lie on both sides | AID 1415 | binding response (% of control), % at 10 µM | 220,000 compounds, 0.33% hits; in the data active means binding response below about 49% or above about 150%; inactive means in between;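 further: fluorescent Galphao activated with aluminum fluoride binding bead-coupled RGS4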
Bcl-2 Bim block = disrupts Bim peptide binding to human Bcl-2; P10415; Bead-based flow cytometry, Bim peptide-Bcl-2 binding; inhibition, % at 10 µM; 190,000 compounds, 0.06% hits; in the data active means inhibition above about 40%; inconclusive means no clear call, values can overlap the other calls;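 further: 0% = no compound wells with probe peptide and 100% = reference peptide inhibitor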
ABCG2 block = inhibitors of human ABCG2 transporter, ABCB1 counter-screen; Q9UNQ0; IgMXP3 cells, JC-1 efflux, flow cytometry; inhibition, % at 6.6 µM; 190,000 compounds, 0.1% hits; AID 1325;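 active means inhibition above 80%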;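 further: 0% = DMSO and 100% = nicardipine control wells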
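material = IgMXP3 (ABCG2) plus far-red-tagged CCRF-Adr (ABCB1) cells | amount = 3 million cells/mL, equal mix of both lines | also added = JC-1 transporter substrate | dosing = one concentration, 6.6 µM final | schedule = 10 min at 25 °C | measured by = flow cytometric JC-1 green MFI at 530 nm | read-out basis = percent efflux inhibition, scaled nicardipine 100% to DMSO 0%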
ABCB1 block = human ABCB1 inhibition, ABCG2 as counter-screen. P08183. CCRF-Adr cells, JC-1 efflux, flow cytometry. inhibition, % at 6.6 µM. 190,000 compounds, 0.067% hits. AID 1326; in the data active means inhibition above about 40%;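 further: 0% = vehicle and 100% = reference inhibitor; higher value means more JC-1 retained so stronger ABCB1 efflux block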
Target sequence (P08183 whole entry, looked up): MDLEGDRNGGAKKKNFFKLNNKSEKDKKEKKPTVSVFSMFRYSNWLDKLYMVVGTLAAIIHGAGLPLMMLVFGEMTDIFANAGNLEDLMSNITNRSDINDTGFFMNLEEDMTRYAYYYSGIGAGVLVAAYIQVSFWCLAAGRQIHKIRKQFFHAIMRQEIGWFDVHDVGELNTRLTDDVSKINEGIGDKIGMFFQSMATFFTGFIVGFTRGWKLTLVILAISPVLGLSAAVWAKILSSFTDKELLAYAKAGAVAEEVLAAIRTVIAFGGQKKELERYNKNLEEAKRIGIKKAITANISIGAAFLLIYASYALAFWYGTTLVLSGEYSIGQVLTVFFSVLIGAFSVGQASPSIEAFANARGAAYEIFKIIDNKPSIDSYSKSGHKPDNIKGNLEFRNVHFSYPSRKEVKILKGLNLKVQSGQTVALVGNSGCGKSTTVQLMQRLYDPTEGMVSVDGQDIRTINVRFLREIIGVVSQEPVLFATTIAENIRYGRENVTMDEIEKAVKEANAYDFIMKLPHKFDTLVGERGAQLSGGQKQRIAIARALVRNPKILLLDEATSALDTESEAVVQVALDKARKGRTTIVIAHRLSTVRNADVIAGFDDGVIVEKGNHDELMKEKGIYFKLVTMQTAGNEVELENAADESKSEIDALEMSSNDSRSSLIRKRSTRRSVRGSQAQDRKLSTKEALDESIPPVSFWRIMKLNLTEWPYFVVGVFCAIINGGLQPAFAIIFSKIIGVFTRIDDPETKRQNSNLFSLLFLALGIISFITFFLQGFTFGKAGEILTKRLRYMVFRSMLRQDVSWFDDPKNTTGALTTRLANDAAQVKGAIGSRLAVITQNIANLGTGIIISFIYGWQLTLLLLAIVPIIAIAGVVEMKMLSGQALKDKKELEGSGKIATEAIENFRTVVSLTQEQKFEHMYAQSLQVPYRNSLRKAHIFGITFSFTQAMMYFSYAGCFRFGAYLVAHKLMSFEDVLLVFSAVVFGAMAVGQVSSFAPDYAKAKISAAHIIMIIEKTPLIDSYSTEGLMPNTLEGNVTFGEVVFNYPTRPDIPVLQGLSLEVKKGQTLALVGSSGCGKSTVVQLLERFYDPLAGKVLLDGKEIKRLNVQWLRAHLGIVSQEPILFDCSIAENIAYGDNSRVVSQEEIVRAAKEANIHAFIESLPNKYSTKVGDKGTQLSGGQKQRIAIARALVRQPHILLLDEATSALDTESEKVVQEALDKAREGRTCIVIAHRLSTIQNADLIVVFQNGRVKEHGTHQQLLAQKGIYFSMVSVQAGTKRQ
Bcl-XL Bim block = disrupts Bim peptide binding to human Bcl-XL | bead flow cytometry, fluorescence | inhibition, % at 10 µM | 190,000 compounds, 0.04% hits
GSH bead fluor = compound fluoresces at 488/530 nm on GSH beads | GSH beads flow cytometry, compound fluorescence 488/530 nm; hits give high values | fluorescence (KMESF) at 10 µM | 190,000 compounds, 0.25% hits | AID 1776; in the data active means fluorescence above about 89;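 further: glutathione beads carrying GST-tagged Bcl family fusion proteins plus one bare bead set; values are compound well signal with DMSO vehicle wells as background; inactives centre near 16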
RGS7-Gao = human RGS7-Galphao interaction regulation; Multiplexed bead flow cytometry, RGS7-Galphao binding; actives lie on both sides; binding response (% of control), % at 10 µM; 220,000 compounds, 0.35% hits; AID 1439; in the data active means binding response below about 49% or above about 150%; inconclusive means no clear call, values can overlap the other calls; inactive means in between;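 further: fluorescent Galphao held in activated GDP-AlF4 state binding bead-coupled RGS7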
RGS8-Gao = regulators of human RGS8-Galphao interaction | P09471 | multiplexed bead flow cytometry, RGS8-Galphao binding; actives lie on both sides | response (percent of control binding), % at 10 µM | 220,000 compounds, 0.34% hits | AID 1423; in the data active means response below about 60% or above about 140%; inactive means in between;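 further: Galphao activated as the GDP aluminium fluoride complex binding bead-coupled RGS8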
Bcl-W Bim block = disrupts Bim peptide binding to human Bcl-W; 190,000 compounds, 0.02% hits; bead-based flow cytometry; Q92843; inhibition, % at 10 µM;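 further: 0% = bound tracer without compound and 100% = peptide blocker; higher means less fluorescent Bim peptide bound to Bcl-W beads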
* = called active by the depositor; ? = inconclusive; nt = not tested or not shown; [ ] = dose if it differs, or a comment. Unless noted, no stated cut-off is given here; in the data, active means inhibition above about 40%.

SMILES	Bcl-B Bim block	Bim-Bfl-1	RGS4-Gao reg	Bcl-2 Bim block	ABCG2 block	ABCB1 block	Bcl-XL Bim block	GSH bead fluor	RGS7-Gao	RGS8-Gao	Bcl-W Bim block
CCN1C(=O)/C(=C\N2CCCCCC2)SC1=S	-7	-3	104	-4	6	1.0	-3	26	103	103	-1
COc1ccc(C)cc1S(=O)(=O)N1CCCCC1	-7	-18	101	-9	22	1.2	-3	23	100	101	-1
CN(C)S(=O)(=O)Oc1ccccc1C(=O)Nc1ccccc1Cl	0	-4	114	0	9	1.4	-1	15	223*[activator]	98	0
Cc1ccsc1C(=O)OCc1csc(-c2ccccc2)n1	-3	1	106	-3	5	0.5	-8	11	98	102	-5
Cc1ccc(-c2cc(C(F)F)n3ncc(C(=O)N4CCCc5ccccc54)c3n2)cc1	-2	1	101	1	0	-0.1	-2	17	101	97	-1
CCCCOc1ccccc1C(=O)NCCCC(=O)O	-6	-8	105	-6	0	0.1	-5	9	106	104	5
O=C1N=c2ccccc2=C1c1sc(NS(=O)(=O)c2ccccc2)nc1O	-4	0	108	-3	-1	-0.5	-5	14	102	103	-3
COc1ccc(OC)c(CNC(=O)C2CCN(C(=O)N(C)C)CC2)c1	-5	-10	108	-4	1	0.6	-7	26	110	105	0
CN1CCN(NC(=O)Nc2cccc(Cl)c2Cl)CC1	2	2	93	0	11	1.1	0	9	86	96	-1
CS(=O)(=O)N(CC(=O)N1CCC(C(N)=O)CC1)C1CCCCC1	-3	3	94	-1	-1	-0.3	1	13	99	96	0
O=C(CNC(=O)c1ccc(Cl)cc1)OCC(=O)c1ccc2c(c1)OCCO2	-14	-10	106	-12	4	-0.2	-14	42	105	102	6
COc1cc(/C=N/O)cc(Br)c1OCC(=O)NCc1ccccc1	-5	0	96	2	38	14	-2	7	92	79	0
CC1C(=NO)C(C)C(c2ccccc2)NC1c1ccccc1 (stereo not drawn)	-1	-8	84	0	nt	nt	-3	17	102	98	3
O=C(COc1ncnc2cc([N+](=O)[O-])ccc12)NC(=O)NC1CCCCC1	3	-4	96	2	4	1.6	9	7	97	99	4
CC(=O)c1cccc(N=C2C(=O)Nc3ccccc32)c1	-8	-15	101	-11	-6	-0.6	-10	28	99	102	-2
CCN(CC(=O)Nc1ccc(Cl)c(S(=O)(=O)N(C)C)c1)CC(=O)NC(C)C	0	-8	103	-4	0	0.0	-2	10	102	109	0
FC(F)Oc1ccc(NC(=S)N2CCc3ccccc32)cc1	-2	-3	94	-4	1	-0.8	-2	8	87	95	0
O=C(c1cccc(Cl)c1)C1CCCN(C(=O)c2ccoc2)C1 (stereo not drawn)	-3	-8	96	-5	1	0.2	-4	11	92	97	-2
Cc1oc(-c2ccccc2)cc1C(=O)Nc1ccc(N(C)C)cc1	0	14	98	5	-1	-0.8	0	20	99	98	5
CCOC(=O)C1CCN(CCC(=O)Nc2cccc(Cl)c2)CC1	-5	-7	104	-1	0	0.0	-4	16	103	102	0
CC(C(=O)Nc1ccc(C(=O)O)cc1)N1C(=O)c2ccccc2C1=O (stereo not drawn)	0	1	101	0	1	-0.1	-2	16	101	103	-2
Cc1cccc(NC(=O)CN2C(=O)NC(C)(c3ccc4c(c3)OCO4)C2=O)c1 (stereo not drawn)	0	-2	127	-2	3	0.3	3	32	122	127	0
O=C(Nc1ccccc1F)C(=Cc1sc(N2CCOCC2)nc1-c1ccccc1)C(=O)Nc1ccccc1F	-9	-3	104	-9	-2	1.4	-9	13	102	101	-9
CCCCOc1nc2ccccc2nc1C(C#N)C(=O)NC1CCCCC1 (stereo not drawn)	0	1	110	1	1	-0.1	2	15	101	102	0
CC1OC(C)(C)OC1C1CNc2nc(NC(=O)C(C)(C)C)[nH]c(=O)c2N1C(=O)c1cccnc1 (stereo not drawn)	-7	-9	97	-4	3	0.3	-7	9	99	101	-4
COc1ccc(C2CC3(CC(C)(C)NC(SC)=N3)Oc3cc(O)cc(C)c32)cc1 (stereo not drawn)	-5	0	98	1	5	1.6	-1	10	99	108	-3
Cc1ccc(NC(=O)c2c(C)nc(Nc3nc4ccccc4o3)nc2C)cc1	-6	-14	106	-9	2	0.2	-2	55	98	105	0
COC(=O)C1=C(C)N(Cc2ccco2)C(=O)/C1=C\c1ccc(N(C)C)cc1	1	2	111	0	1	0.3	1	7	110	130	0
CCOC(=O)c1sc2nc(SCC(=O)NCc3ccco3)n(Cc3ccccc3)c(=O)c2c1C	-11	-4	100	-6	21	4.6	-9	10	96	100	-5
CC(Oc1ccc(Cl)cc1Cl)C(=O)Nc1ccc(O)cc1 (stereo not drawn)	2	5	98	-1	12	1.7	-1	15	106	100	-4
Cc1cc(-c2ccccc2)nc(N2CCC(C(=O)NC34CC5CC(CC(C5)C3)C4)CC2)n1	-10	-14	101	-7	17	0.0	-4	35	98	102	0
COCCN1C=C(C(=O)OC)C(c2cc3c(cc2Br)OCO3)C(C(=O)OC)=C1	-2	0	99	-4	2	1.2	-1	13	101	100	-2
CC(CNC(=O)c1ccc(Br)o1)NC(=O)c1ccc(Br)o1 (stereo not drawn)	-4	-2	102	-3	1	0.2	-3	12	107	98	-1
CCOc1ccccc1NC(=O)NCCC1=CCCCC1	-4	-4	97	1	22	0.7	-1	13	99	102	-2
CCC(=O)N(C)CCc1cc2c(c(OC)c1/C=N/NC(=O)c1ccccc1O)OCO2	6	11	110	6	38	4.3	6	10	108	111	5
C=CCn1c(SCc2nc(N)nc(N3CCCCC3)n2)nnc1-c1ccco1	-10	-11	104	-9	34	0.5	-4	13	99	105	0
O=C1CC(N2CCC(C(=O)N3CCCCC3)CC2)C(=O)N1 (stereo not drawn)	-8	-13	103	-6	6	0.1	-3	31	99	100	1
CCOc1ncccc1C(=O)OCC(=O)Nc1ncc(C(F)(F)F)cc1Cl	-7	-12	105	-2	4	0.6	4	10	105	104	5
Cc1ccc(C)c(OCC(=O)O/N=C(\N)c2ccccn2)c1	-6	-12	101	-8	23	0.5	-7	27	102	99	-6
COC(=O)c1ccccc1NC(=O)Nc1cccc(C)n1	-4	-5	100	-4	1	0.9	-1	10	95	99	0
COc1ccccc1N1CCN(CC(=O)N(CC(C)C)c2c(N)n(CC(C)C)c(=O)[nH]c2=O)CC1	-6	0	97	5	2	0.9	-1	15	?	99	-1
O=C(N/N=C/c1cc(Cl)ccc1O)C(=O)Nc1ccccc1OC(F)(F)C(F)F	-6	-11	82	-7	3	-0.1	-9	10	81	89	-5
COc1ccccc1-c1cc(-c2ccccc2)nc(SC(C(N)=O)c2ccccc2)c1C#N (stereo not drawn)	0	1	101	-2	-1	-1.1	-1	31	98	108	-1
CCCOc1ccc(N2C(=O)CC(NCc3cccnc3)C2=O)cc1 (stereo not drawn)	-2	-7	104	0	0	-0.1	0	11	102	103	1
CC1CN(C2=CC(=O)CCC2)CC(C)O1 (stereo not drawn)	-4	-4	98	-1	2	0.8	-1	16	102	106	0
Cc1ccc(OCC(=O)Nc2ccc(O)c(C(=O)O)c2)cc1C	0	1	94	0	1	0.4	-2	25	92	100	-2
Cc1ccc(NCC(=O)Nc2ccc(Br)cc2)cc1F	-8	-5	101	-7	15	0.0	-8	11	101	104	-3
COc1ccccc1C(=O)N1CCN(Cc2nc3cc([N+](=O)[O-])ccc3n2C)CC1	0	7	102	0	9	0.4	0	17	?	101	2

Given with values under each structure: entries from further up
Every second line gives: Bcl-B Bim block	Bim-Bfl-1	RGS4-Gao reg	Bcl-2 Bim block	ABCG2 block	ABCB1 block	Bcl-XL Bim block	GSH bead fluor	RGS7-Gao	RGS8-Gao	Bcl-W Bim block
CCOc1ccccc1NC(=O)NCCC1=CCCCC1
→ -4	-4	97	1	22	0.7	-1	13	99	102	-2
CCC(=O)N(C)CCc1cc2c(c(OC)c1/C=N/NC(=O)c1ccccc1O)OCO2
→ 6	11	110	6	38	4.3	6	10	108	111	5
C=CCn1c(SCc2nc(N)nc(N3CCCCC3)n2)nnc1-c1ccco1
→ -10	-11	104	-9	34	0.5	-4	13	99	105	0
O=C1CC(N2CCC(C(=O)N3CCCCC3)CC2)C(=O)N1 (stereo not drawn)
→ -8	-13	103	-6	6	0.1	-3	31	99	100	1
CCOc1ncccc1C(=O)OCC(=O)Nc1ncc(C(F)(F)F)cc1Cl
→ -7	-12	105	-2	4	0.6	4	10	105	104	5
Cc1ccc(C)c(OCC(=O)O/N=C(\N)c2ccccn2)c1
→ -6	-12	101	-8	23	0.5	-7	27	102	99	-6
COC(=O)c1ccccc1NC(=O)Nc1cccc(C)n1
→ -4	-5	100	-4	1	0.9	-1	10	95	99	0
COc1ccccc1N1CCN(CC(=O)N(CC(C)C)c2c(N)n(CC(C)C)c(=O)[nH]c2=O)CC1
→ -6	0	97	5	2	0.9	-1	15	?	99	-1
O=C(N/N=C/c1cc(Cl)ccc1O)C(=O)Nc1ccccc1OC(F)(F)C(F)F
→ -6	-11	82	-7	3	-0.1	-9	10	81	89	-5
COc1ccccc1-c1cc(-c2ccccc2)nc(SC(C(N)=O)c2ccccc2)c1C#N (stereo not drawn)
→ 0	1	101	-2	-1	-1.1	-1	31	98	108	-1
CCCOc1ccc(N2C(=O)CC(NCc3cccnc3)C2=O)cc1 (stereo not drawn)
→ -2	-7	104	0	0	-0.1	0	11	102	103	1
CC1CN(C2=CC(=O)CCC2)CC(C)O1 (stereo not drawn)
→ -4	-4	98	-1	2	0.8	-1	16	102	106	0
Cc1ccc(OCC(=O)Nc2ccc(O)c(C(=O)O)c2)cc1C
→ 0	1	94	0	1	0.4	-2	25	92	100	-2

The list goes on.
SMILES	Bcl-B Bim block	Bim-Bfl-1	RGS4-Gao reg	Bcl-2 Bim block	ABCG2 block	ABCB1 block	Bcl-XL Bim block	GSH bead fluor	RGS7-Gao	RGS8-Gao	Bcl-W Bim block
CN1CCc2c(sc3c2C(=O)NC(c2cccs2)N3)C1 (stereo not drawn)	2	1	97	1	1	0.1	-2	11	94	102	-1
CCCn1c(CNS(=O)(=O)c2ccc(C)cc2)nc2ccccc21	-5	-2	102	-5	-1	-2.8	-7	20	97	96	-5
S=c1[nH]nc(CCc2nc3ccccc3[nH]2)n1-c1ccccc1	-31	-2	101	-1	2	0.4	-12	14	105	100	-8
COc1ccccc1-c1ccc(NC2CCCCC2)nn1	-8	-8	111	-14	72	1.7	-11	29	107	120	-9
COc1ccc2[nH]c(=O)c(COC(=O)c3cccs3)cc2c1	-5	0	21*	1	1	0.6	-1	10	20*	22*	1
